PMK inhibit: inhibitors of Streptococcus pneumoniae phosphomevalonate kinase | 65,000 tested, 0.49% active | inhibition, % at 10 µM | purified PMK, PK/LDH-coupled NADH absorbance 340 nm;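 active = top-ranked compounds by inhibition in the single 10 µM screen, taking a fixed number of the strongest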;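 note: 0% = full reaction with DMSO carrier and 100% = background rate without enzyme reaction; no value below 0 was filed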
HT1080 cytotoxicity: HT1080 cell viability loss – fluorescence readout (AID 620) | HT1080 viability, fluorescence; higher % means a stronger effect | cytotoxicity, % at 10 µM, or EC50 in µM where a hit was titrated | 87,000 tested, 0.42% active;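 note: cells exposed to compound overnight then 4 h with Alamar Blue; 0% = vehicle DMSO and 100% = killing control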
DPM-DC inhibit: S. pneumoniae DPM-DC inhibition; purified DPM-DC, PK/LDH coupled NADH fluorescence; calls only at 10 µM; 65,000 tested, 0.49% active;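 active = the 320 compounds with the highest percent inhibition in the single-dose primary screen, excluding strongly autofluorescent ones, cut at about 32% in these data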;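 note: kinetic rate of NADH fluorescence loss reporting ADP formed by the decarboxylase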
MK inhibit: blocks S. pneumoniae mevalonate kinase; 65,000 tested, 0.48% active; purified MK, PK/LDH-coupled NADH absorbance 340 nm; inhibition, % at 10 µM;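 active = ranked among the strongest by inhibition in the single 10 µM screen, a fixed top-ranked set picked for dose follow-up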; note: no value below 0 was filed
Bfl-1 inhibitors: Bfl-1 inhibitors, primary screen, biochemical, fluorescence polarization, FITC-Bid, mouse (AID 432); one-dose displacement, % at 20 µM; IC50 in µM for titrated hits; 64,000 tested, 0.02% active; FITC-Bid BH3 peptide fluorescence polarization displacement; higher % means a stronger effect; in the data active = a potency from the dose series; inactive = the rest, 99 in 100 with displacement below about 15%; note: strong numbers were not always called active
TNAP inhibition: inhibition of tissue-nonspecific alkaline phosphatase – biochemical, luminescent (AID 518) | purified TNAP enzyme, luminescent substrate readout; higher % means a stronger effect | one-dose inhibition, % at 20 µM; IC50 in µM for titrated hits | 64,000 tested, 0.09% active; in the data active = a potency from the dose series; inactive = the rest, 99 in 100 with inhibition below about 22%;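 note: plate controls were vehicle for no effect and reference inhibitor for full effect; many of its hits are not listed in these tables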
HPDE-C7K KRASV12: viability loss of HPDE-C7K cells – cell-based, fluorescence, HTS, primary screen (AID 431) | HPDE-C7K KRASV12 cells, Alamar Blue viability, 48 h; higher % means a stronger effect | one-dose cytotoxicity, % at 10 µM; EC50 in µM for titrated hits | 63,000 tested, 1.7% active;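 active = compounds whose percent cytotoxicity in the single-dose primary screen, scaled between solvent and toxic-drug controls, exceeds 50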;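 note: 0% = DMSO solvent wells and 100% = doxorubicin-treated wells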
LYP inhibition: inhibition of human PTPN22 tyrosine phosphatase – biochemical, DiFMUP fluorescence, recombinant catalytic domain, 10 µM, primary screen (AID 606); recombinant LYP catalytic domain, DiFMUP fluorescence; higher % means a stronger effect; inhibition, % at 10 µM; hits with a dose series show IC50 in µM; 52,000 tested, under 10 active;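 active = IC50 under 40 µM in the dose-response test; inactive = IC50 of 40 µM or more, or never dose-tested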
HPDE-C7 viability: HPDE-C7 pancreatic duct cell viability loss – fluorescence, HTS (AID 430) | HPDE-C7 pancreatic duct cells viability, fluorescence; higher % means a stronger effect | cytotoxicity, % at 10 µM; hits with a dose series show EC50 in µM | 63,000 tested, 1.8% active;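 note: cells exposed to compound for 48 hours before viability readout; 0% = vehicle and 100% = reference cytotoxic drug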
PMK inhibit pilot replicates: second read-out of PMK inhibit, no call of its own (marks repeat the call); inhibition, %; measured here: pilot screen replicates
MK inhibit pilot replicates: also measured in MK inhibit; calls as there; inhibition, %; measured here: pilot screen replicates
DPM-DC inhibit pilot screen %: second read-out of DPM-DC inhibit, no call of its own (marks repeat the call); inhibition, %; measured here: pilot screen trials
Numbers without * were called inactive; i = inactive; . = not tested or not shown. Cut-off read from the data, not from the text of the source, unless noted: active = cytotoxicity above about 50%; inactive = the rest.

SMILES | PMK inhibit | HT1080 cytotoxicity | DPM-DC inhibit | MK inhibit | Bfl-1 inhibitors | TNAP inhibition | HPDE-C7K KRASV12 | LYP inhibition | HPDE-C7 viability | others
Cc1ccc(C2=Nc3ccccc3NC(C)(c3ccc(C)o3)C2)o1 (centres undefined) | 2 | -4% | i | 11 | 6% | 13% | -16% | -3% | -15% | PMK inhibit pilot replicates=0.0;MK inhibit pilot replicates=1.5;DPM-DC inhibit pilot screen %=0.5
O=C(c1coc(=O)c(Br)c1)N1CCCc2ccccc21 | 0 | -2% | . | 11 | 5% | 7% | 6% | -3% | 1%
CC(C)N(Cc1nc(-c2ccccc2)no1)C(=O)c1ccc2c(c1)OCO2 | 1 | 3% | i | 3 | 0% | 3% | 8% | 3% | -1%
CCN(c1ccccc1)S(=O)(=O)c1cnc[nH]1 | 11 | 4% | i | 7 | -6% | 13% | 7% | . | 6%
COC(=O)c1ccc(NC(=O)C23CCC(C)(C(=O)O2)C3(C)C)cc1 (centres undefined) | 0 | . | i | 7 | -1% | 13% | 5% | 21% | 1%
O=C(OCc1cccs1)c1ccccc1NS(=O)(=O)c1ccc2c(c1)OCCO2 | 9 | 13% | i | 3 | 1% | 15% | 34% | . | 27% | PMK inhibit pilot replicates=0.0;MK inhibit pilot replicates=0.0;DPM-DC inhibit pilot screen %=0.5
COc1ccc(N=c2oc3cc(O)ccc3cc2C(=O)NCC2CCCO2)c(OC)c1 (centres undefined) | 13 | -4% | . | 4 | 0% | 11% | 54%* | . | 50%
CN1CCCC(OC(=O)c2ccc3c(c2)OCCO3)C1 (centres undefined) | 14 | 0% | i | 5 | 2% | 14% | 10% | -4% | -1% | PMK inhibit pilot replicates=1.5;MK inhibit pilot replicates=0.0;DPM-DC inhibit pilot screen %=2.5
O=C(CN(C(=O)c1ccco1)c1cccc(F)c1)NCc1ccc(F)cc1 | 0 | -17% | i | 3 | 2% | 7% | 5% | 7% | 4%
Cc1ccc(NC(=O)c2ccco2)cc1C | 8 | -2% | i | 5 | 2% | 10% | -19% | . | -3%
O=C(Nc1nc2ccccc2n1Cc1ccc(Cl)cc1)c1ccco1 | 1 | 4% | . | 0 | 4% | 8% | -7% | -1% | 5%
CCOC(=O)c1ccc(NC(=O)Cn2cc3c(n2)CCC(C)C3)cc1 (centres undefined) | 13 | 2% | i | 8 | -7% | 14% | 28% | 11% | 17% | PMK inhibit pilot replicates=3.5;MK inhibit pilot replicates=2.5;DPM-DC inhibit pilot screen %=5.0
Cc1cc(-c2cccnc2)c(C#N)c(SCC#N)n1 | 3 | 7% | i | 1 | 2% | 4% | -13% | -5% | -12%
CC(C)CCNC(=O)Cn1c(=O)oc2cc(S(=O)(=O)N3CCc4ccccc43)ccc21 | 14 | -2% | i | 6 | 7% | 0% | -14% | . | -20%
O=C(NCc1ccc(Cl)c(Cl)c1)c1cccnc1 | 5 | -12% | i | 4 | -2% | 8% | 13% | -4% | 15%
Cc1ccc2nc(CSc3nnc(-c4ccco4)n3-c3ccccc3)cc(=O)n2c1 | 17 | 5% | i | 3 | -6% | 9% | 2% | -3% | -16% | PMK inhibit pilot replicates=0.0;MK inhibit pilot replicates=3.5;DPM-DC inhibit pilot screen %=2.0
Cc1ccnc2nc(C(=O)NC3=NCCS3)nn12 | 13 | -10% | i | 0 | 0% | 10% | 1% | -27% | 8%
C=CCN1C(=NC(=O)CCCC(=O)O)SC2CS(=O)(=O)CC21 (centres undefined) | 7 | -4% | i | 5 | -6% | 12% | -7% | -4% | -15%
CCCn1cc(C(CC(=O)O)C(=O)O)c2ccccc21 (centres undefined) | 16 | -2% | i | 10 | 2% | 7% | 2% | 10% | 8% | PMK inhibit pilot replicates=1.5;MK inhibit pilot replicates=0.0;DPM-DC inhibit pilot screen %=0.5
COc1ccc(S(=O)(=O)N2CCN(c3cccc(C)c3C)CC2)cc1 | 0 | 0% | i | 0 | -5% | 6% | 8% | 11% | 2%
O=C(Nc1ccc2c(c1)ncn2-c1ccccc1)c1ccco1 | 6 | 3% | i | 6 | -6% | 11% | 13% | 12% | 8%
Cc1nn(C)cc1/C=N/n1nnnc1N | 5 | 5% | i | 0 | -7% | 8% | -4% | 6% | 11%
Cc1ccc(/C(O)=C2\C(=O)C(=O)N(CCCN(C)C)C2c2ccccn2)cc1 (centres undefined) | 9 | -8% | i | 12 | 0% | -2% | -8% | 3% | -26% | PMK inhibit pilot replicates=0.0;MK inhibit pilot replicates=2.0;DPM-DC inhibit pilot screen %=3.5
O=C(NC1CCS(=O)(=O)C1)OC1CCCCC1 (centres undefined) | 13 | -2% | i | 15 | 2% | 11% | 10% | 18% | -5% | PMK inhibit pilot replicates=0.0;MK inhibit pilot replicates=0.0;DPM-DC inhibit pilot screen %=0.0
COc1ccccc1C1/C(=C(/O)c2ccc(C)cc2)C(=O)C(=O)N1CC(C)O (centres undefined) | 9 | 0% | i | 7 | -3% | 6% | . | -1% | .
CC1=C(C(N)=O)C(c2cccnc2)n2nc(-c3cccc(C)c3)nc2N1 (centres undefined) | 9 | -11% | i | 0 | 1% | -1% | 40% | 2% | -15%
Cc1ccc(C(=O)C2CCNCC2)cc1 | 14 | -10% | i | 8 | 7% | 10% | -8% | . | -6%
COc1ccc(C)cc1-n1nnnc1SCc1nc2ccccc2s1 | 12 | -3% | i | 4 | 6% | 14% | 22% | -26% | 16%
CCCOc1ccc(N2C(=O)CC(N3CCC(c4nncn4CC)CC3)C2=O)cc1 (centres undefined) | 6 | 1% | i | 10 | -3% | 14% | -4% | -2% | -10%
O=C1c2oc3ccccc3c(=O)c2C(c2cccs2)N1CCCN1CCOCC1 (centres undefined) | 7 | -6% | i | 11 | -5% | 1% | -6% | 3% | -23%
CCOC(=O)c1cc2sccc2n1CC(=O)N1CCc2ccccc21 | 7 | 6% | i | 9 | -2% | 6% | -4% | -8% | -11%
Cc1cc(Nc2ccc(F)cc2Cl)n2ncnc2n1 | 7 | -6% | i | 9 | -10% | -7% | -12% | 0% | -20%
CCc1nnc(NC(=O)CSc2nnc(-c3ccoc3C)n2-c2ccccc2)s1 | 2 | 6% | i | 0 | 5% | 17% | 4% | 17% | 2%
CC(=O)N1CCN(c2ccc(NCc3ccc(C)cc3)cc2)CC1 | 20 | 2% | i | 3 | 4% | 3% | 9% | . | 7%
CCOc1ccc(NC(=O)c2oc3ccccc3c2NC(=O)CC)cc1 | 9 | 10% | i | 4 | -3% | 10% | -1% | . | -6%
COc1ccc2oc(=O)c(C(=O)N3CCN(C45CC6CC(CC(C6)C4)C5)CC3)cc2c1 | 10 | 5% | . | 0 | 3% | 4% | -13% | 7% | -24%
Cc1cc(C(=O)COC(=O)c2cccs2)c(C)n1-c1c(C)n(C)n(-c2ccccc2)c1=O | 17 | 0% | i | 4 | -7% | 1% | 5% | . | 4%
CCCc1cc(=O)n2[nH]c(SCc3ccccc3)nc2n1 | 15 | 11% | i | 7 | 8% | 6% | -19% | 12% | -3%
O=C(Nc1ccccc1)c1ccc(NCc2cccnc2)c(S(=O)(=O)N2CCOCC2)c1 | 5 | 11% | i | 5 | 8% | 19% | -26% | 7% | -18%
CC(=O)NC1CCC(C(=O)O)(c2ccccc2)C1 (centres undefined) | 14 | -3% | i | 12 | 0% | 11% | 0% | . | 3%

Ordered by length of the SMILES (low to high): some entries from above
SMILES | PMK inhibit | HT1080 cytotoxicity | DPM-DC inhibit | MK inhibit | Bfl-1 inhibitors | TNAP inhibition | HPDE-C7K KRASV12 | LYP inhibition | HPDE-C7 viability | others
CCOC(=O)c1cc2sccc2n1CC(=O)N1CCc2ccccc21 | 7 | 6% | i | 9 | -2% | 6% | -4% | -8% | -11%
CCOc1ccc(NC(=O)c2oc3ccccc3c2NC(=O)CC)cc1 | 9 | 10% | i | 4 | -3% | 10% | -1% | . | -6%
CCc1nnc(NC(=O)CSc2nnc(-c3ccoc3C)n2-c2ccccc2)s1 | 2 | 6% | i | 0 | 5% | 17% | 4% | 17% | 2%

By substructure: those above with two or more sulfur atoms
SMILES | PMK inhibit | HT1080 cytotoxicity | DPM-DC inhibit | MK inhibit | Bfl-1 inhibitors | TNAP inhibition | HPDE-C7K KRASV12 | LYP inhibition | HPDE-C7 viability | others
O=C(OCc1cccs1)c1ccccc1NS(=O)(=O)c1ccc2c(c1)OCCO2 | 9 | 13% | i | 3 | 1% | 15% | 34% | . | 27% | PMK inhibit pilot replicates=0.0;MK inhibit pilot replicates=0.0;DPM-DC inhibit pilot screen %=0.5
C=CCN1C(=NC(=O)CCCC(=O)O)SC2CS(=O)(=O)CC21 (centres undefined) | 7 | -4% | i | 5 | -6% | 12% | -7% | -4% | -15%
COc1ccc(C)cc1-n1nnnc1SCc1nc2ccccc2s1 | 12 | -3% | i | 4 | 6% | 14% | 22% | -26% | 16%
CCc1nnc(NC(=O)CSc2nnc(-c3ccoc3C)n2-c2ccccc2)s1 | 2 | 6% | i | 0 | 5% | 17% | 4% | 17% | 2%

Other compounds follow:
SMILES | PMK inhibit | HT1080 cytotoxicity | DPM-DC inhibit | MK inhibit | Bfl-1 inhibitors | TNAP inhibition | HPDE-C7K KRASV12 | LYP inhibition | HPDE-C7 viability | others
Cc1nc2cc(-c3cccc(F)c3)nn2c(C)c1CCC(=O)N1CCN(c2ccccn2)CC1 | 8 | -5% | i | 8 | -3% | 5% | -5% | . | -16%
COCCOC(=O)c1[nH]c2c(c1C)C(=O)CC(c1ccc(N(C)C)cc1)C2 (centres undefined) | 17 | -1% | i | 5 | -5% | 8% | -10% | 8% | -11% | PMK inhibit pilot replicates=1.0;MK inhibit pilot replicates=0.5;DPM-DC inhibit pilot screen %=1.0
COC(=O)C(CCSC)NC(=O)C(NC(=O)C1CCC(C)CC1)C(C)C (centres undefined) | 13 | 0% | i | 0 | -9% | 6% | 12% | 7% | 3%
Nc1nc(-c2ccccc2)nc(-c2ccccc2O)n1 | 2 | 14% | i | 5 | . | . | . | -24% | .
CC(C)OCC(O)CN1CCN(CC(O)COc2ccc3c(c2)OCO3)CC1 (centres undefined) | 11 | -5% | i | 4 | 2% | 11% | -2% | 3% | -2%
O=C(CSc1nc(N2CCCCC2)nc(N2CCCCC2)n1)N1CCc2ccccc21 | 2 | 4% | i | 5 | -3% | 5% | 1% | 7% | -7%
CCCC(=O)Nc1cc2c(cc1C(=O)c1ccccc1)OCCO2 | 15 | -2% | i | 7 | -2% | -5% | 9% | . | 9%
CCSc1nc2ccccc2n1Cc1nc(N)nc(N(C)C)n1 | 2 | 0% | i | 7 | -8% | 10% | 0% | -4% | -1%
CCC(CCC(=O)Nc1ccn(-c2ccccc2)n1)C(=O)O (centres undefined) | 4 | 1% | i | 9 | -6% | 8% | 1% | 17% | 3%
Cc1cc(C(=O)NCCC2=CCCCC2)no1 | 7 | -1% | i | 4 | 1% | 6% | -16% | 11% | -11%
Cc1cc(C)nc(SCc2nnc(SCC(=O)N3CCCc4ccccc43)n2C)n1 | 10 | -1% | i | 12 | -3% | 10% | 9% | . | 4%
CCOC(=O)c1sc(=S)n(CC)c1N | 17 | -2% | i | 3 | 0% | 10% | 14% | 10% | 6%
CC(C)(Oc1ccc(Cl)cc1)C(=O)OCC(=O)N1CCCC1 | 0 | 1% | i | 13 | -6% | 7% | -6% | 17% | -23%
